Pol kappa inh: DNA polymerase kappa (human) inhibition | Q9UBT6 | 0.53% of 400,000 active | purified Pol kappa, fluorescent DNA synthesis assay, 10 min | Potency, µM (series often up to 107 µM), for inactives: top-dose activity, negative = inhibition, actives largely listed as inhibitors; note: potency is the fitted concentration of half-maximal effect; % is set by controls: 0 for no effect and ±100 for the full control effect
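10 nM Pol kappa preincubated 15 min at room temperature with compounds, then reaction started with substrate at 50 nM final. Fluorescence read kinetically at 0 and 10 min; buffer-only wells served as negative control.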
Pol iota inh: inhibitors of human DNA polymerase iota. AID 588590. Q9UNA4. Potency, µM (top dose mostly 115 µM), for inactives: at the highest dose activity, negative = inhibition, usual class: inhibitors. Pol iota fluorescent replication assay, 10 min. 1% of 390,000 active; note: potency is the fitted concentration of half-maximal effect
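Pol iota at 10 nM preincubated 15 min with compounds at room temperature; reaction started with fluorescent substrate, 50 nM final. Fluorescence read kinetically at 0 and 10 min; buffer-only wells as negative control.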
Pol beta inh: blocks human DNA polymerase beta activity. 1.3% of 340,000 active. Pol beta primer extension/strand displacement, fluorescence kinetic. Potency, µM (doses to about 114 µM), for inactives: at the top dose activity change, negative = inhibition, usual class: inhibitors. P06746; note: potency is the fitted concentration of half-maximal effect; % is set by controls: 0 for no effect and ±100 for the full control effect
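Human Pol beta at 10 nM; strand-displacement substrate 50 nM final. Compound exposure 15 min at room temperature before start, reaction 10 min at room temperature.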
POLH inh: inhibitors of human DNA polymerase eta | 1.2% of 390,000 active | recombinant Pol eta, fluorescent DNA replication assay | Q9Y253 | AID 588591 | Potency, µM (doses to about 114 µM), for the others: at the top dose activity change, negative = inhibition, hits mostly inhibitors; note: potency is the fitted concentration of half-maximal effect; % is set by controls: 0 for no effect and ±100 for the full control effect
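Fluorescent replication assay: 50 nM final substrate added after a 15 min room-temperature compound preincubation with 10 nM enzyme. Signal taken at 0 min and again at 10 min.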
APE1 inh: APE1 (human) endonuclease inhibition. P27695. recombinant APE1, TAMRA/BHQ-2 abasic DNA cleavage fluorescence. Potency, µM (doses to about 65.8 µM), for inactives: at the highest dose activity change, negative = inhibition, hits mostly inhibitors. 0.35% of 350,000 active. AID 2517;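 note: potency is the fitted concentration of half-maximal effect; plate controls were vehicle for no effect and reference inhibitor for full effect; nearly all actives have a fitted effect of over 55% in size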
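APE1 at 0.75 nM preincubated 15 min at room temperature with compound. Reaction then started with 50 nM double-stranded THF-abasic substrate labelled with TAMRA/BHQ-2, and 525/598 nm fluorescence read kinetically. Activity taken as third-minus-first read difference, normalized to DMSO and NSC13755 controls.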
RXFP1 antag: RXFP1 (human) relaxin receptor antagonism. Q9HBX9. HEK293-RXFP1, relaxin-stimulated cAMP HTRF, 30 min; active compounds read low. activity change, negative = inhibition, % at 57.5 µM. 0.59% of 350,000 active. AID 1259400;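 active = activity change of -60% or lower, but not beyond a set lower limit; inconclusive = change between -60% and -40%, or beyond the set limit; inactive = change above -40%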; note: % is set by controls: 0 for no effect and ±100 for the full control effect
Target sequence (Q9HBX9 whole entry, looked up): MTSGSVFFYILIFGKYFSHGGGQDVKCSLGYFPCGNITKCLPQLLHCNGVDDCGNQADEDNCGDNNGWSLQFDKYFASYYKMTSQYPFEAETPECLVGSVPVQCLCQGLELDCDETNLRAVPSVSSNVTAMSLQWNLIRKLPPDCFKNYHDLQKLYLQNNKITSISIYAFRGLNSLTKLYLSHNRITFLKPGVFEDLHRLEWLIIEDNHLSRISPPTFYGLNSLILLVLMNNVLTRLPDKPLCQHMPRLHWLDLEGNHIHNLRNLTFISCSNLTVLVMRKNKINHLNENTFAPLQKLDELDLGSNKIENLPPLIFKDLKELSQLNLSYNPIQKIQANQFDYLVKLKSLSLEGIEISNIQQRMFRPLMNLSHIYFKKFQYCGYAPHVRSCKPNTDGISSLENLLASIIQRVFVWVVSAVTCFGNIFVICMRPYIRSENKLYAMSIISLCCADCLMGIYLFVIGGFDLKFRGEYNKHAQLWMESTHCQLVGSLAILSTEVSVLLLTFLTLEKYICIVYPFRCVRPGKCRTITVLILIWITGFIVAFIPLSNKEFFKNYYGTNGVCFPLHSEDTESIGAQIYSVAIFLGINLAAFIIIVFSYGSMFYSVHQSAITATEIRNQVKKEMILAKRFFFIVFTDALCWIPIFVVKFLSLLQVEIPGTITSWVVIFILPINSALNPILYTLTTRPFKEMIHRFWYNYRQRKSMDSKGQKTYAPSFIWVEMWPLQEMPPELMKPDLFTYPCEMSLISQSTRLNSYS
BLM helicase inh: Bloom syndrome helicase (human) inhibition; 0.2% of 350,000 active; Potency, µM (highest dose often 56.1 µM), for the others: at the top dose activity change, negative = inhibition, hits mostly inhibitors; recombinant BLM DNA unwinding, fluorescence dequenching; P54132;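 note: potency is the fitted concentration of half-maximal effect; plate controls were vehicle for no effect and no enzyme for full effect; nearly all actives have a fitted effect of over 35% in size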
Tb PGK inh: inhibitors of T. brucei phosphoglycerate kinase | P07378 | PGK/GAPDH coupled, Kinase-Glo luminescence, 60 min | Potency, µM (top dose mostly 57.5 µM), for inactives: at the highest dose activity change, negative = inhibition, hits mostly inhibitors | 0.043% of 380,000 active | AID 602233; note: potency is the fitted concentration of half-maximal effect; % is set by controls: 0 for no effect and ±100 for the full control effect; nearly all actives have a fitted effect of over 60% in size
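Recombinant glycosomal PGK reaction used 1,3-bisphosphoglycerate generated in-well by GAPDH (100nM final) in 100mM TEA pH 7.6, 5mM MgCl2, 0.01% Tween-20. After 60 minutes at room temperature, ATP was read by Kinase-Glo Plus luminescence end-point.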
Apoferritin bind: binds horse apoferritin like a general anesthetic; AID 485281; P02791; Potency, µM (series often up to 77.5 µM), without a hit: top-dose activity change, negative = displacement, actives largely listed as inhibitors; 0.074% of 350,000 active; apoferritin/1-aminoanthracene competitive binding, fluorescence; note: potency is the fitted concentration of half-maximal effect; % is set by controls: 0 for no effect and ±100 for the full control effect; nearly all actives have a fitted effect of over 20% in size
Target sequence (P02791 2-175 limits assumed): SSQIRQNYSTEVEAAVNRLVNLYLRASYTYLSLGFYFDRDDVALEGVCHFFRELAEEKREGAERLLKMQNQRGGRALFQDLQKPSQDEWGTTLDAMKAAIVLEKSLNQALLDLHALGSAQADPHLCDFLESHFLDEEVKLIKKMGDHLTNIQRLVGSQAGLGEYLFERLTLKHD
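Probe: 1-aminoanthracene (50% saturated, PBS). Protein: horse-spleen apoferritin, 10 uM. Incubation: 10 min, room temperature. Detection: 380 nm excitation, 535 nm emission. Analysis: normalized response, four-parameter Hill.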
Numbers without * were called inactive; i = inactive; ? = inconclusive; . = no result given; & = joins results of further samples; [ ] = another dose, or the depositor's remark. Unless noted, calls come from the whole dose curve; as a rule, active = well fitted curve in the direction sought with a large enough effect; inconclusive = small, poorly fitted or top-dose-only effect, or another doubt; inactive = no such curve, though single readings can be large; an effect the other way counts as inactive or inconclusive. These rows are one share of the data (hit frequency here may not be typical).

SMILES	Pol kappa inh	Pol iota inh	Pol beta inh	POLH inh	APE1 inh	RXFP1 antag	BLM helicase inh	Tb PGK inh	Apoferritin bind
CCCCCC(=O)NC(CC(=O)OC)c1ccc2c(c1)OCO2 (stereo not given)	-7%	32%	15%	-22%	1%	8	-1%	-16%	-2%
Cc1cc(C)c2c(c1)OC(=O)CC2c1ccc2c(c1)OCO2 (stereo not given)	-1%	3%	.	-16%	2%	.	.	0%	.
CCN(CC)c1ccc(-n2nc3cc(C)c(NC(=O)c4ccccc4C)cc3n2)c(C)c1	-8%	33%[activator]	-14%	3%	.	-2	-7%	-15%	746%[activator]
CC(=O)Oc1ccc2c(c1)Oc1cc(OC(C)=O)ccc1C21OC(=O)c2ccccc21	117%[activator]	.	54%	256%[activator]	9%	-14	249%[activator]	i	43%
COc1cc(OC)cc(-c2nc3ccccc3c(=O)n2OC(=O)c2ccccc2C)c1	-13%	47%[activator]	-2%	-20%	-4%	-12	-8%	-2%	-7%
COc1cc2c(cc1O)C(Cc1ccc(O)cc1)[N+](C)([O-])CC2 (stereo not given)	6%	12%	26%	-7%	6%	.	-2%	-4%	4%
O=C(NCCC1=CCCCC1)C(=O)NCC(c1ccco1)N1CCN(c2ccccc2)CC1 (stereo not given)	-15%	24%	3%	-19%	-1%	-6	2%	8%	-6%
Cc1ccc(C)c(SCC(=O)OCC(=O)c2ccco2)c1	?	20µM*	22µM*	35µM*	?	-9	-15%	-16%[11.5 µM]	?
CCn1c(=O)n(CC)c2cc(N3CCCC3)c(NC(=O)c3ccccc3OC)cc21	-9%	17%	?	-7%	20%	27	-3%	-9%	-4%
CN(C(=O)c1cccc(NC(=O)Cc2cccc(NC(=O)C3CCN(C(=O)c4ccccc4)CC3)c2)c1)C1CC1	6%	12%	.	-18%	.	.	.	6%	.
CCOC(=O)c1sc(NC(=O)c2cc3n(n2)C(C(F)(F)F)CC(c2ccccc2)N3)c(C(=O)OCC)c1C (stereo not given)	-17%[60.1 µM]	?	23%	-1%	-2%	-11	-1%	-8%	-23%
CC=CC1OCC(CC)C(CCC)O1 (stereo not given)	-18%	14%	.	-13%	.	-1	.	3%	.
COc1cccc(CN(C)CC(=O)NCc2ccc(C)cc2)c1	-17%	2%	25%	5%	16%	-3	-3%	7%	-7%
CC1CCCCN1S(=O)(=O)c1ccc(S(=O)(=O)N(Cc2ccccc2)Cc2ccco2)cc1 (stereo not given)	-4%	6%	-10%	-5%	?	2	-3%	7%	-8%
O=C(CCCc1ccccc1)N1CCN(C2CCCCC2)CC1	-4%	?	-8%	-15%	33%	9	-8%	-7%	-15%
CC(C)(C)NC(=O)NC(=O)COC(=O)c1cccc(F)c1	4%	36%[activator]	8%	-9%	2%	-18	-2%	-10%	-7%
O=C(Nc1cc(NC(=O)c2ccccc2Cl)ccc1Cl)c1ccccc1	-11%	-1%	-11%	-21%	.	-13	-7%	i	-6%
CC(CC(=O)Nc1nc2ccccc2[nH]1)c1ccccc1 (stereo not given)	-5%	1%	23%	-8%	14%	-5	-1%	-9%	-15%
CCCc1ccc(-c2ccc(/C=C/C(=O)O)cc2)nc1	-4%	-4%	11%	-5%	19%	-2	3%	0%	2%
O=C(CSc1nnnn1C1CCCCC1)N1CCN(C(=O)c2ccco2)CC1	3%	-9%	?	-1%	5%	8	-13%	i	?
O=C(CSc1nnc(-c2ccco2)n1-c1ccccc1)NCC1CCCO1 (stereo not given)	-2%	3%	25%	-9%	30%	-5	-2%	-2%	-3%
O=C(Nc1cccc(C(=O)O)c1)/C(=C/c1ccc([N+](=O)[O-])cc1)NC(=O)c1ccccc1	-9%	-21%	7%	-8%	-6%	1	1%	4%	-6%
CC(=O)N(\C=C/C=C/C=C1\Sc2ccccc2C1=O)c1ccccc1	25µM*	?	20µM*	79µM*	?	?	?	-18%	-8%
CCn1c(SCC(=O)NCc2ccc3c(c2)OCO3)nnc1-c1c[nH]c2ccccc12	-5%	-1%	5%	-16%	-1%	-4	2%	-6%	-7%
COc1ccc(Cl)cc1N=Cc1c(O)c2ccccc2oc1=O	-4%	64%[activator]	23%	-13%	-9%	-10	-3%	-2%	-6%
O=C(NCc1ccc2c(c1)OCO2)c1c(-c2ccsc2)sc2ccccc12	-1%	2%	.	-11%	14%	.	.	i	.
O=C1N[C@@H](Cc2ccccc2)COC(=O)[C@H](Cc2ccc(F)cc2)C/C=C\C[C@@H]1CC(=O)N(CCO)Cc1ccccc1	-1%	10%	.	-10%	8%	.	.	-10%	.
Cc1cc(-c2ccc(C)c(S(=O)(=O)N3CCCC(C)C3)c2)on1 (stereo not given)	1%	19%	1%	-21%	.	?	-2%	i	-15%
CC(=O)N1CCN(c2ccccc2NC(=O)c2ccco2)CC1	0%	17%	-9%	-10%	52%[activator]	0	-2%	-4%	-4%
Cc1c(NS(=O)(=O)c2cc(C(=O)NCc3cccc(Cl)c3)ccc2Cl)c(=O)n(-c2ccccc2)n1C	-10%	28%	.	-21%	.	1	.	-3%	.
COc1ccc(CNc2oc(C)nc2C#N)cc1	-13%	66%[activator]	14%	-25%	6%	0	2%	0%	-5%
Cn1c(=N)n(CC(O)c2ccco2)c2ccccc21 (stereo not given)	-6%	-5%	3%	-19%	10%	1	2%	-3%	-12%
CCn1cc(C(=O)NCCc2ccc(C)cc2)c(=O)c2cc(S(=O)(=O)N3CCCCC3)ccc21	7%	12%	6%	-15%	.	-10	-7%	-2%	1%
Cc1cccc(NC(=O)c2nc[nH]c2C(=O)NCCCCNC(=O)c2[nH]cnc2C(=O)Nc2cccc(C)c2)c1	-10%	-25%	.	7%	0%	.	.	-10%	.
CNC(=O)c1c(NC(=O)C2=COCCO2)sc2c1CCC(C)C2 (stereo not given)	-12%	16%	-2%	-10%	7%	0	-4%	-8%	-5%
Cc1ccc(Cl)cc1N1CCN(C(=O)c2ccc(CS(=O)c3ccccc3)o2)CC1 (stereo not given)	-10%[60.1 µM]	10%	?	-20%	.	-5	2%	-5%	-11%
O=C(Nc1ccccc1)c1cc2ccccc2s1	-4%	-24%	.	-18%	.	-3	.	2%	.
CCN(CC)S(=O)(=O)c1ccc(C)c(NC(=O)CSc2nc3ccc(C)cc3[nH]2)c1	-1%	4%	-3%	-12%	-5%	-4	-10%	i	?
CCc1ccc(-n2c(=O)c3c(C)c(C(=O)N(C)C)sc3n(CC(=O)Nc3cc(Cl)ccc3C)c2=O)cc1	5%[60.1 µM]	13%	7%	-13%	.	2	-4%	-7%	-7%
NC(=O)c1cc2ccccc2o/c1=N\NC(=O)c1ccccc1O	-3%	-8%	2%	-3%	?	-1	-5%	11%	3%

Sorted by SMILES length (falling): some entries from above
SMILES	Pol kappa inh	Pol iota inh	Pol beta inh	POLH inh	APE1 inh	RXFP1 antag	BLM helicase inh	Tb PGK inh	Apoferritin bind
O=C(Nc1cccc(C(=O)O)c1)/C(=C/c1ccc([N+](=O)[O-])cc1)NC(=O)c1ccccc1	-9%	-21%	7%	-8%	-6%	1	1%	4%	-6%
CCn1c(SCC(=O)NCc2ccc3c(c2)OCO3)nnc1-c1c[nH]c2ccccc12	-5%	-1%	5%	-16%	-1%	-4	2%	-6%	-7%
Cc1cc(-c2ccc(C)c(S(=O)(=O)N3CCCC(C)C3)c2)on1 (stereo not given)	1%	19%	1%	-21%	.	?	-2%	i	-15%
CNC(=O)c1c(NC(=O)C2=COCCO2)sc2c1CCC(C)C2 (stereo not given)	-12%	16%	-2%	-10%	7%	0	-4%	-8%	-5%
NC(=O)c1cc2ccccc2o/c1=N\NC(=O)c1ccccc1O	-3%	-8%	2%	-3%	?	-1	-5%	11%	3%

The list continues.
SMILES	Pol kappa inh	Pol iota inh	Pol beta inh	POLH inh	APE1 inh	RXFP1 antag	BLM helicase inh	Tb PGK inh	Apoferritin bind
O=C(CNC(=S)N(CCCN1CCOCC1)Cc1cccs1)N1CCCCCC1	6%	15%	28%	-7%	21%	-1	-4%	0%	-6%
COC(=O)Cn1c(=NC(=O)CSCC(=O)Nc2cc(C)on2)sc2ccccc21	1%	-3%	2%	-4%	-1%	3	0%	-3%	0%
COc1cccc(NC(=O)Nc2ccc3c(c2)nnn3C)c1	-5%	-8%	-20%	-10%	6%	-6	-4%	i	0%
COc1cc(O)c(C(CCN2CCCC2)c2ccc3c(c2)OCO3)c(OC)c1 (stereo not given)	6%&6%	7%&32%	22%	-13%	1%&20%	.	4%&3%	1%	-11%&0%
c1ccc(CCSc2ncnc3nc[nH]c23)cc1	-5%	-3%	0%	-11%	3%	-2	-8%	2%	2%
Cc1ccc(S(=O)(=O)c2c(Nc3cccc(Cl)c3)sc(C(=O)c3ccc4c(c3)OCO4)c2N)cc1	-1%[60.1 µM]	-5%	-16%	-12%	.	.	-5%	0%	92%[activator]
CC(=O)N1CCc2cc(S(=O)(=O)CCC(=O)N3CCc4ccccc4C3)ccc21	-12%	20%	17%	9%	6%	-5	-11%	4%	-1%
O=C(Nc1nnc(Cc2ccc(Cl)cc2)s1)C1CCCO1 (stereo not given)	7%	-17%	-1%	-1%	-9%	-15	2%	-2%	-17%
CCCCNC(=O)CCC(=O)Nc1ccc2nc(N3CCN(C)CC3)cc(C)c2c1	3%	-4%	20%	-1%	-1%	5	0%	0%	-7%
Cc1ccc(C)c(N2CCN(C(=O)c3cc(S(=O)(=O)N4CCCC4)c[nH]3)CC2)c1	-12%	36%[activator]	-1%	-22%	.	2	3%	-7%	-20%
N/C(=N\OC(=O)c1ccco1)c1ccccc1	-6%	4%	15%	4%	1%	-2	4%	4%[11.5 µM]	-9%
Cc1ccc(/C=C/C(=O)OC(C)C(=O)NC2CCCCC2C)o1 (stereo not given)	-22%	?	.	?	-22%	-5	.	-6%	.
CCOc1ccc(CCNC(=O)Cn2nc(CC)n3c(cc4sc(CC)cc43)c2=O)cc1OCC	-10%	8%	2%	-12%	.	5	-2%	8%	-6%
CN(C)S(=O)(=O)c1cccc(NC(=O)c2ccc3nccnc3c2)c1	-3%	26%	13%	-6%	1%	5	-4%	1%	-3%
